# TrxR1 substrate: qHTS Assay for Substrates of Mammalian Selenoprotein Thioredoxin Reductase 1 (TrxR1): qHTS | Thioredoxin reductase 1, cytoplasmic (Rattus norvegicus), O89049 | purified TrxR1 substrate turnover, NADPH consumption readout | Potency, µM (doses to about 114 µM), inactives show at the highest dose activity change, negative = substrate turnover | 390,000 tested, 0.01% active; note: potency is the fitted concentration of half-maximal effect; % is set by controls: 0 for no effect and ±100 for the full control effect; nearly all actives have a fitted effect of over 50% in size
#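 Rat TrxR1, dispensed at 90 nM, was prereduced with 400 uM NADPH (final) for 5 min at ~22 deg C, then incubated with compound 15 min before 400 uM selenite. A first-read NADPH fluorescence drop versus no-compound background flagged substrates.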
# Vif-APOBEC3F blk: qHTS for Inhibitors of Vif-A3F Interactions: qHTS; 390,000 tested, 0.2% active; Potency, µM (series often up to 46.1 µM), for inactives: at the top dose activity, negative = active; HeLa A3F-eYFP + Vif (tagged APOBEC3F with the HIV-1 protein that degrades it), YFP fluorescence increase; note: potency is the fitted concentration of half-maximal effect; % of control where 0% means no effect; nearly all actives have a fitted effect of over 65% in size
#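 HeLa cells stably expressing A3F-eYFP plus Vif, plated and incubated overnight at 37 deg C, then exposed to compounds overnight at 37 deg C. Blocked degradation read as raised yellow fluorescence (Ex 488/Em 500-530).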
# PI4K2A inh: qHTS for small molecular inhibitors of PI4K2A; Phosphatidylinositol 4-kinase type 2-alpha (Homo sapiens), Q9BTU6; purified PI4K2A, ADP-Glo luminescence, 1 h; hits give low values; activity change, negative = inhibition, % at 76.9 µM; 420,000 tested, 0.13% active; in the data active = activity change below about -50%; inconclusive = mostly about -30% to -49%;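 note: -100% = wells without enzyme as full effect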
#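 ADP-Glo luminescence measured ADP generated by PI4K2A enzyme (4 ug/mL before mixing) with 1.2 mM PI substrate (pre-mix) and 300 microM ATP (pre-mix). Tris pH7.5 buffer with MgCl2, Triton X-100; 1 h reaction at ambient temperature.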
# LDHA inh: qHTS assay for inhibitors of human lactate dehydrogenase. activity change, % (values are at about 110 or 230 µM). purified LDHA, NADH/diaphorase-resazurin fluorescence; hits give low values. AID 1347041, 2019. L-lactate dehydrogenase A chain (Homo sapiens), P00338. 480,000 tested, 0.15% active; in the data active = activity change below about -30%; inconclusive = mostly about -25% to -30%;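 note: plate controls were DMSO wells for no effect and wells without enzyme for full effect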
#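 LDH5 2 nM; NADH 0.06 mM, pyruvate 0.2 mM; 200 mM Tris pH 7.4, EDTA, Tween-20; 5 min RT. Detection: diaphorase 0.133 mg/mL + resazurin 37 µM, fluorescence ex540/em590 at 0 and 20 min; normalized to enzyme-free and DMSO wells.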
# IDH1 R132H inh: qHTS for Inhibitors of mutant isocitrate dehydrogenase 1 (IDH1): qHTS; Isocitrate dehydrogenase [NADP] cytoplasmic (Homo sapiens), O75874; AID 602179, 2012; 390,000 tested, 0.093% active; Potency, µM (doses to about 76.6 µM), without a hit: at the top dose activity change, negative = inhibition, most hits filed as inhibitors; IDH1-R132H enzyme, NADPH consumption, diaphorase/resazurin fluorescence; note: potency is the fitted concentration of half-maximal effect; % is set by controls: 0 for no effect and ±100 for the full control effect; nearly all actives have a fitted effect of over 65% in size
#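 IDH1-R132H (0.5 ug/mL dispensed) in pH 7.5 Tris buffer was preincubated 30 min with compound, then given a substrate mix of 0.016 mM NADPH and 2 mM alpha-KG for 80 min at room temperature; remaining NADPH was read by diaphorase/resazurin fluorescence.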
# Vif-APOBEC3G blk: qHTS for Inhibitors of Vif-A3G Interactions: qHTS; DNA dC->dU-editing enzyme APOBEC-3G (Homo sapiens), Q9HC16; HeLa A3G-eYFP + Vif (tagged APOBEC3G with the HIV-1 protein that degrades it), YFP fluorescence, overnight; Potency, µM (top dose mostly 46.1 µM), inactives show at the top dose activity, negative = active, usual class: inhibitors; 410,000 tested, 0.076% active; AID 602310, 2012;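 note: potency is the fitted concentration of half-maximal effect; % is set by controls: 0 for no effect and ±100 for the full control effect; nearly all actives have a fitted effect of over 60% in size; hits raise eYFP signal because A3G escapes Vif-driven loss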
#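 HeLa cells stably expressing Vif and C-terminally eYFP-tagged A3G, seeded overnight at 37 deg C, then exposed to compound by pintool overnight at 37 deg C. Rise in yellow fluorescence (Ex 488/Em 500-530, Acumen) marks blocked Vif-driven A3G degradation.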
# Glioma ERSR ind: qHTS for Inducers of the Endoplasmic Reticulum Stress Response (ERSR) in Human Glioma: qHTS; U87-MG GRP78 promoter luciferase reporter, 16 h; Potency, µM, for inactives: top-dose activation, most hits filed as activators; 420,000 tested, 0.02% active; AID 602332, 2012; note: potency is the fitted concentration of half-maximal effect; series mostly up to about 76 µM; % of control where 0% means no effect; nearly all actives have a fitted effect of over 35% in size
#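 Stably transfected U87-MG glioma cells carrying a GRP78-based luciferase sensor; 16 h compound incubation. Luminescence end-point read 10 min after Bright-Glo addition at room temperature.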
# USP1-UAF1 inh: Inhibitors of USP1/UAF1: Primary Screen | recombinant USP1/UAF1, Ub-Rhodamine cleavage fluorescence | Potency, µM (doses to about 57.1 µM), inactives show at the top dose activity change, negative = inhibition, hits mostly inhibitors | 390,000 tested, 0.23% active; note: potency is the fitted concentration of half-maximal effect; % is set by controls: 0 for no effect and ±100 for the full control effect; nearly all actives have a fitted effect of over 60% in size; inactives centre near -12
# Target sequence (O94782 whole entry, looked up): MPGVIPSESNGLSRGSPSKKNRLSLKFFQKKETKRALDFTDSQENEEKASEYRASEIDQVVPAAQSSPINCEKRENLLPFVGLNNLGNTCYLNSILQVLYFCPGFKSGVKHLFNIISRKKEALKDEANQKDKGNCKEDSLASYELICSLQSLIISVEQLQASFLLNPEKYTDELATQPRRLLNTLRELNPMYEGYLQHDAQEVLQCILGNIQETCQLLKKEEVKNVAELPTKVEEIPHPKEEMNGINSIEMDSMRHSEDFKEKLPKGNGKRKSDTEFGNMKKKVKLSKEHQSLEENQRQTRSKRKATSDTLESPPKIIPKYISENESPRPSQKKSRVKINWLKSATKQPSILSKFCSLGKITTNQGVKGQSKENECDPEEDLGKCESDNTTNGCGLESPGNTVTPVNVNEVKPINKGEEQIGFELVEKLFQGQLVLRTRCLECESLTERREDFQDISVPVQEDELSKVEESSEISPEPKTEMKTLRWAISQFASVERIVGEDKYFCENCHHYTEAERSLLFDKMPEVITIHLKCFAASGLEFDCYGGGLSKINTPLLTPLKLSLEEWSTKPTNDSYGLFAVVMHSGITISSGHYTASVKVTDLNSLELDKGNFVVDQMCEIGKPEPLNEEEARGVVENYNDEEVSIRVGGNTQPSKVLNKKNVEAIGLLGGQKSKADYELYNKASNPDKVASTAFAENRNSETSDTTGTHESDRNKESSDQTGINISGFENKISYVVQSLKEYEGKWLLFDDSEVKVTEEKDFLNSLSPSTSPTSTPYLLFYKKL
#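 USP1/UAF1 complex at 1 nM was preincubated with compound for 15 min at room temperature, then Ub-Rho substrate (150nM final) was added. Fluorescence (480/540 nm) was read kinetically, 6 reads every 60 seconds.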
# RXFP1 ag: qHTS Assay for Agonists of the Relaxin Receptor RXFP1; HEK293T-RXFP1 cAMP TR-FRET, 30 min; response scale: percent of porcine relaxin response, buffer zero; 370,000 tested, 0.3% active; Potency, µM (titrated, usually from 57.5 µM), inactives show top-dose activation, actives largely listed as activators; note: potency is the fitted concentration of half-maximal effect; % is set by controls: 0 for no effect and ±100 for the full control effect; nearly all actives have a fitted effect of over 60% in size; many of its hits are not listed in these tables
#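 HEK293 cells stably expressing RXFP1, treated 30 min at 37C with compounds plus PDE4 inhibitor Ro 20174; cAMP measured by HTRF TR-FRET. Normalized to buffer and 29 nM porcine relaxin; EC50 by Hill fit.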
# Numbers without * were called inactive; ? = inconclusive; nt = no result given; & = joins results of further samples; [ ] = remark or other dose. Unless noted, calls come from the whole dose curve; as a rule, active = well fitted curve in the direction sought with a large enough effect; inconclusive = small, poorly fitted or top-dose-only effect, or another doubt; inactive = no such curve, though single readings can be large; an effect the other way counts as inactive or inconclusive. These rows are one share of the data, so the mix of outcomes need not match the whole.
mol	PI4K2A inh	Vif-APOBEC3G blk	TrxR1 substrate	RXFP1 ag	LDHA inh	Vif-APOBEC3F blk	Glioma ERSR ind	IDH1 R132H inh	USP1-UAF1 inh
COc1ccc2[nH]c(=O)c(CN(Cc3nnnn3CCc3ccccc3)CC3CCCO3)cc2c1 (centres undefined)	-2.2	-0.5%	10.2%	5.7%	1.8	-0.7%	0.2%	-1.3%	-1.6%
COCc1cc(=O)[nH]c(N2CCN(c3ccccc3OC)CC2)n1	0.9	-0.1%	1.0%	2.7%	-4.7	-0.5%	-1.4%	-2.7%	-14.3%
CN(C)CCNc1nc2sc3c(c2c(=O)n1-c1ccc(F)cc1)CCCCC3	-2.1	2.0%	-18.4%[57.1 µM]	-0.5%	2.4	9.7%	-6.1%	1.2%	-5.1%
Cc1cccc(NC(=O)CSc2nc3ccc(NC(=O)CCc4ccccc4)cc3s2)c1	0.5	-0.8%	-6.3%	-1.0%	-9.1	0.0%	-1.9%	-2.5%	-8.1%
CCOc1cc(-c2ccc(OC(=O)c3ccccc3F)cc2)cc(=O)c2c(C)oc(C)c12	-6.2	-1.4%	-10.8%	-1.9%	-4.8	-0.5%	-3.1%	-1.6%	?
CN(C)S(=O)(=O)c1cccc(C(=O)OCC(=O)c2c(N)n(C)c(=O)n(C)c2=O)c1	5.3	0.5%	8.2%[57.1 µM]	?	-4.8	-12.4%	4.8%	30.1%	3.3%
CC(=O)N=C1SC2CS(=O)(=O)CC2N1c1ccccc1Cl (centres undefined)	-11.0	0.5%	9.8%	0.1%	-0.3	-3.6%	-5.5%	6.6%	-20.9%
COc1cc(-c2noc(CCCC(=O)Nc3ccc(C(N)=O)cc3)n2)cc(OC)c1OC	-0.9	-0.5%	0.3%	1.0%	0.6	5.1%	-2.3%	8.3%	-3.9%
O=C(NC1CCCC1)C(c1ccc(F)cc1)N(C(=O)c1csnn1)C1CC1 (centres undefined)	-2.2	4.4%	8.6%[0.0914 µM]	1.6%	-4.1	7.4%	-2.5%	7.3%	-2.6%
CC(NS(=O)(=O)c1ccc(OCC(=O)NCc2ccncc2)cc1)c1ccccc1 (centres undefined)	10.2	-0.3%	9.1%[57.1 µM]	1.2%	-1.6	5.1%	-3.6%	5.4%	-13.4%
Cc1ccc(CN2CC(C(=O)NCCC3=CCCCC3)CC2=O)cc1 (centres undefined)	3.0	-1.5%	-3.9%	0.3%	-7.2	-11.6%	-4.6%	-2.3%	-12.1%
Cc1cc(C)nc(N2CCC(CNC(=O)CCc3ccccc3)CC2)n1	2.0	0.4%	14.4%	-0.1%	-5.7	-4.1%	-3.8%	-3.7%	-13.4%
COc1ccccc1/C=N/Nc1cc(C)nc(N2CCOCC2)n1	1.7	-2.1%	3.0%	-7.0%	-8.2	0.9%	-0.7%	-10.0%	-21.6%
CCN(Cc1ccncc1)C(=O)c1ccco1	-1.7	2.0%	2.2%	-1.0%	-2.1	12.8%	-0.6%	12.9%	-27.5%
CCC(C(=O)NCCc1ccc(Cl)cc1)n1nc(C)c2c(C)n(-c3ccccc3)nc2c1=O (centres undefined)	-3.7	-0.4%	-1.6%	-1.1%	-8.6	4.4%	-1.9%	0.8%	-0.3%
CCN(CC)CCNc1ccc2nnc(CCNS(=O)(=O)c3ccc(C)cc3)n2n1	0.9	-4.9%	13.2%	4.7%	1.5	-6.5%	-6.2%	8.3%	-17.5%
CC(=O)c1cccc(NC(=O)CSCc2ccccc2)c1	-6.5	-1.9%	1.8%	1.8%	-2.2	-2.9%	5.9%	-1.0%	1.7%
Cc1cccc(CS(=O)(=O)Cc2ccc(C(=O)NCc3ccc(Cl)cc3)o2)c1	-2.5	1.9%	-1.0%[57.1 µM]	3.9%	-1.9	7.6%	-2.5%	-13.1%	-1.0%
COc1ccc(NC(=O)c2cc3ccccc3[nH]2)cc1	-1.8	2.2%	2.3%	0.5%	-10.1&3.2	10.8%	1.2%	-2.3%	-2.6%
O=C1CN(C(=O)COC(=O)c2cccc(Br)c2)c2ccccc2N1	3.3	-10.6%	0.9%	1.6%	-0.7	0.8%	-1.3%	2.0%	-6.7%
COc1ccc2c(c1)CCc1c(C(=O)Nc3c(C)nn(Cc4ccc(Cl)cc4)c3C)noc1-2	0.1	13.2%	3.8%	0.1%	-6.9	4.0%	-1.1%	0.0%	-14.1%
O=C(Nc1ccc2nc(-c3ccc(Br)o3)[nH]c2c1)c1ccco1	3.3	-23.8%	5.5%[57.1 µM]	2.2%	-11.0	4.3%	6.1%	13.6%	0.8%
CCOC(=O)c1sc(N)c(C#N)c1COC(=O)CNC(=O)c1ccccc1	0.0	2.1%	0.8%	0.4%	-3.9	0.7%	-9.9%	5.2%	?
NC(=O)C1CCN(C(=O)c2cnn(-c3ccccc3)c2NC(=O)c2ccco2)CC1	-3.3	2.6%	8.9%	0.4%	-7.5	-9.8%	-3.0%	5.7%	-2.2%
COc1ccc(N(CC(=O)N2CCN(c3ccccc3)CC2)S(=O)(=O)c2ccc(C)cc2)cc1	-0.5	2.2%	-6.3%	0.6%	-3.6	-0.5%	-0.3%	3.6%	-10.9%
Cc1ccc(Cl)cc1NC(=O)c1oc2ccc(S(=O)(=O)N3CCCCC3)cc2c1C	4.0	0.7%	4.4%[57.1 µM]	2.0%	-0.9	-3.6%	-3.0%	0.0%	?
Cc1ccc(/C=N/N2C(=O)c3ccccc3NC2c2ccc(C)cc2)cc1 (centres undefined)	-0.9	-9.9%	15.4%[57.1 µM]	-1.0%	-7.9	0.3%	-0.4%	4.8%	-26.3%
Cc1[nH]nc(SCC(=O)NC2CCCC2)c1[N+](=O)[O-]	-0.2	0.3%	5.4%	-0.6%	1.9	0.6%	1.6%	5.2%	-11.6%
CCOC(=O)C1CCN(S(=O)(=O)c2c(C(=O)N3CCCCC3)c(C)n(C)c2C)CC1	-1.8	6.8%	3.1%	1.3%	0.3	2.6%	3.3%	-1.4%	-9.3%
Cc1cccc(N2CCN(c3ccc(NC(=O)/C=C(/C(=O)O)c4ccccc4)cc3)CC2)c1	-6.2	1.9%	4.2%[57.1 µM]	2.7%	13.3	-5.6%	0.2%	-2.7%	-18.5%

# Further structures
mol	PI4K2A inh	Vif-APOBEC3G blk	TrxR1 substrate	RXFP1 ag	LDHA inh	Vif-APOBEC3F blk	Glioma ERSR ind	IDH1 R132H inh	USP1-UAF1 inh
NC(=S)NC1CCS(=O)(=O)C1 (centres undefined)	-2.3	-2.0%	-15.7%[57.1 µM]	-0.7%	2.7	-26.7%	-5.1%	-0.2%	-10.3%
CSc1nc(-c2ccccc2)[nH]c(=S)c1C(C)=O	-2.3	-6.5%	-12.8%	-1.8%	-7.9	7.3%	-0.2%	-0.6%	3.8%
CCOc1ccc(NC(=O)CN2C(=O)NC(CCc3ccccc3)C2=O)cc1OCC (centres undefined)	7.4	-0.1%	-4.0%[11.4 µM]	nt	-8.4	11.8%	-7.0%	2.8%	-10.6%
CC1(C)C2CCC1(CS(=O)(=O)NCc1ccc(C(F)(F)F)cc1)C(=O)C2 (centres undefined)	-0.9	-4.1%	-15.9%	-0.6%	-0.7	3.2%	-3.6%	5.6%	-21.6%
COc1ccc(S(=O)(=O)N(CC(=O)N2CCCCCC2)c2ccccc2OC)cc1	0.1	1.6%	-8.1%	1.9%	-0.6	-4.6%	-4.0%	-4.1%	-13.7%
O=C(Nc1nonc1NC(=O)c1cccs1)c1cccs1	-0.5	-6.3%	-14.9%[57.1 µM]	0.5%	-7.6	1.2%	-3.5%	2.3%	-8.2%
O=C1NCCN(CC2CCN(CCc3ccc(Cl)c(Cl)c3)CC2)C1=O	0.0	-3.6%	4.8%	nt	0.7	6.2%	-2.5%	13.4%	-1.6%
CCN(CC)C(=O)c1cccc(-c2ccc(OC)cc2)c1	6.4	-1.4%	-7.0%	-1.4%	0.0	-4.1%	0.6%	1.4%	-24.1%
Cc1cc(=O)oc(C)c1C(=O)n1nc(C)c2c1C[C@@H]1[C@H]2C1(C)C	4.2	1.4%	4.7%[57.1 µM]	-1.1%	1.7	2.6%	-3.3%	2.8%	-7.5%

# Results in Vif-APOBEC3G blk, for some of the entries so far:
Compound | Vif-APOBEC3G blk
O=C1NCCN(CC2CCN(CCc3ccc(Cl)c(Cl)c3)CC2)C1=O | -3.6%
CCN(CC)C(=O)c1cccc(-c2ccc(OC)cc2)c1 | -1.4%

# Screens deposited in PubChem by National Center for Advancing Translational Sciences (NCATS).
